Assay outcomes (PubChem BioAssay)
D1 antagonist: blocks dopamine activation of the human D1 receptor. P21728. HEK293 TREx D1 cells, calcium flux, dopamine EC80; hits give low values. activity change, negative = inhibition, % at 10 µM. 360,000 tested, 3.2% active. AID 504652; in the data active = activity change below about -30%; note: % is set by controls: 0 for no effect and ±100 for the full control effect
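Calcium flux readout: force-coupled, inducible Hek293 Trex D1 line, cells induced overnight at 30 C with tetracycline, dye-loaded 30–90 min at RT. Antagonism scored against EC80 dopamine challenge given 180 s after compound.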
GRP78 ERSR act: ER stress response induction in glioma | U87-MG GRP78 promoter luciferase reporter, 16 h | 420,000 tested, 0.02% active | Potency, µM, without a hit: at the top dose activation, usual class: activators; note: potency is the fitted concentration of half-maximal effect; series mostly up to about 76 µM; % of control where 0% means no effect; nearly all actives have a fitted effect of over 35% in size
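Stably transfected U87-MG glioma cells carrying a GRP78-based luciferase sensor; 16 h compound incubation. Luminescence end-point read 10 min after Bright-Glo addition at room temperature.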
D2 potentiator: D2 dopamine receptor (human) potentiation; HEK293 T-REx D2, calcium flux, EC20 dopamine potentiation; potentiation, % at 10 µM; 340,000 tested, 0.34% active; AID 485347;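 active = potentiation over 3 SD above the plate norm, cut at about 30% in these data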; note: 0% is about no effect
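Calcium flux readout, no-wash dye, 1 read/s. Inducible HEK293 Trex D2 line, overnight 30 C. Compound alone 180 s (agonist flags), then EC20 dopamine, another 180 s to score potentiation.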
Vif-A3F inh: Vif-A3F binding inhibition | AID 602313 | HeLa A3F-eYFP + Vif (tagged APOBEC3F with the HIV-1 protein that degrades it), YFP fluorescence increase | Potency, µM (top dose mostly 46.1 µM), inactives show at the top dose activity, negative = active | 390,000 tested, 0.2% active; note: potency is the fitted concentration of half-maximal effect; % of control where 0% means no effect; nearly all actives have a fitted effect of over 65% in size
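HeLa cells stably expressing A3F-eYFP plus Vif, plated and incubated overnight at 37 deg C, then exposed to compounds overnight at 37 deg C. Blocked degradation read as raised yellow fluorescence (Ex 488/Em 500-530).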
Vif-APOBEC3G blk: inhibitors of Vif-APOBEC3G interaction; Q9HC16; HeLa A3G-eYFP + Vif (tagged APOBEC3G with the HIV-1 protein that degrades it), YFP fluorescence, overnight; Potency, µM (top dose mostly 46.1 µM), inactives show top-dose activity, negative = active, most hits filed as inhibitors; 410,000 tested, 0.076% active;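 note: potency is the fitted concentration of half-maximal effect; % is set by controls: 0 for no effect and ±100 for the full control effect; nearly all actives have a fitted effect of over 60% in size; hits raise eYFP signal because A3G escapes Vif-driven loss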
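Read-out is eYFP fluorescence (Ex 488/Em 500-530) from Vif-expressing HeLa A3G-eYFP cells; more signal means A3G escaped Vif-mediated degradation. Cells plated overnight, compound pinned in, incubated overnight at 37 deg C.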
D1 PAM: human D1 dopamine receptor positive modulation; 360,000 tested, 0.036% active; P21728; potentiation, % at 10 µM; HEK293 TREx D1 cells, calcium flux, dopamine EC20 potentiation; AID 504651; in the data active = potentiation above about 30%; note: 0% is about no effect
LDHA block: LDHA (human) enzyme inhibition; P00338; purified LDHA, NADH/diaphorase-resazurin fluorescence; hits give low values; activity change, % (values are at about 110 or 230 µM); 480,000 tested, 0.15% active; AID 1347041; in the data active = activity change below about -30%; inconclusive = mostly about -25% to -30%;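 note: plate controls were DMSO wells for no effect and wells without enzyme for full effect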
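Human LDH5 at 2 nM final in Tris HCl pH 7.4 with 0.06 mM NADH and 0.2 mM pyruvate, reacted 5 minutes at room temperature. Remaining NADH coupled via diaphorase/resazurin; resorufin fluorescence read at 0 and 20 minutes, normalized to enzyme-free and DMSO wells.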
D1 ag: human D1 receptor agonism. 360,000 tested, 1% active. activation, % at 2 µM. HEK293 T-REx D1 cells, calcium flux, agonist mode; in the data active = activation above about 30%; note: 0% is about no effect
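Inducible HEK293 T-REx D1 cells, force-coupled to calcium signalling, were plated at 4000 cells/well with tetracycline and held overnight at 30 C. After no-wash calcium dye loading, compound-evoked calcium rise over 180 s flagged agonists.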
RXFP1 agonist: agonists of human relaxin receptor RXFP1; 370,000 tested, 0.3% active; HEK293T-RXFP1 cAMP TR-FRET, 30 min; response scale: percent of porcine relaxin response, buffer zero; Potency, µM (top dose mostly 57.5 µM), for the others: at the top dose activation, usual class: activators; AID 2676; note: potency is the fitted concentration of half-maximal effect; % is set by controls: 0 for no effect and ±100 for the full control effect; nearly all actives have a fitted effect of over 60% in size; many of its hits are not listed in these tables
Target sequence (Q9HBX9 whole entry, looked up): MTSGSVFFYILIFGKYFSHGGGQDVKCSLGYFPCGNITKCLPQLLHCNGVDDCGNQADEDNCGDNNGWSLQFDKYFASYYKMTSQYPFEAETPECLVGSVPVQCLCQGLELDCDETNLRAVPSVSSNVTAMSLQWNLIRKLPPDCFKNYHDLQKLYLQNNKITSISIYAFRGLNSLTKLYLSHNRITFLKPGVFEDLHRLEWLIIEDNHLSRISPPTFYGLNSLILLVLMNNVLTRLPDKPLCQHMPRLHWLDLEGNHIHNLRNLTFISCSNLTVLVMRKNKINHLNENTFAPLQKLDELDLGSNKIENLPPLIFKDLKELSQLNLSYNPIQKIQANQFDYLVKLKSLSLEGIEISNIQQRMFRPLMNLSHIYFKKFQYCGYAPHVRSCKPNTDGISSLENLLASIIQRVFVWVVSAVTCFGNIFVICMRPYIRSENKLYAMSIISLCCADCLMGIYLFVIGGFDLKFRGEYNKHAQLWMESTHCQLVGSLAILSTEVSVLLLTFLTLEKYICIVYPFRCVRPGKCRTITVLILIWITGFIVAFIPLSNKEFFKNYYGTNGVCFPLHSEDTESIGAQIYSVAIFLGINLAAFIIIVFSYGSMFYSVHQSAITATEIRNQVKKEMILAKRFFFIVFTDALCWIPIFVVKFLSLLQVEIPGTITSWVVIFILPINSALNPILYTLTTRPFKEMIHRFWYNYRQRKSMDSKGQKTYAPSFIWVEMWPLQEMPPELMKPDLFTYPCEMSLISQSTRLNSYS
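cAMP rise read by TR-FRET after 30 min, 37C compound exposure (up to 58 uM) in RXFP1-transfected HEK293 cells with Ro 20174 present. EC50 from Hill-equation fits, with 29 nM porcine relaxin as 100% and buffer as basal.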
Active calls of the source: *; ? = inconclusive; / = not tested or not shown. Unless noted, calls come from the whole dose curve; as a rule, active = well fitted curve in the direction sought with a large enough effect; inconclusive = small, poorly fitted or top-dose-only effect, or another doubt; inactive = no such curve, though single readings can be large; an effect the other way counts as inactive or inconclusive. An excerpt, so the mix of outcomes need not match the whole.

no.	Compound	D1 antagonist	GRP78 ERSR act	D2 potentiator	Vif-A3F inh	Vif-APOBEC3G blk
1	O=C1C2C3C=CC(C2C(=O)N1c1ccccc1O)C1C2C(=O)N(c4ccccc4O)C(=O)C2C31 (centres undefined)	21	0%	1	0%	-4%
2	CCc1ccc2c(c1)C(=O)C(=O)N2CCS(=O)(=O)c1ccccc1	0	2%	-5	-1%	2%
3	Cc1ccc(NC(=O)C(=O)NCC(c2cccnc2)N2CCOCC2)cc1Cl (centres undefined)	25	-5%	-3	-2%	0%
4	O=[N+]([O-])CC(=Nc1ccc(Cl)cc1)N/N=C\c1oc(O)c2ccccc12	-1	-5%	-4	6%	2%
5	CC(C)CCSc1nc2ccccc2[nH]1	-27	6%	7	-2%	0%
6	CC(C)c1cc(NCc2ccccn2)n2c(nc3ccccc32)c1C#N	13	2%	-1	10%	2%
7	O=C(OCC1CCCO1)c1ccc2c(c1)N(Cc1ccccc1F)C(=O)c1ccccc1S2(=O)=O (centres undefined)	-1	1%	1	-6%	-1%
8	COc1ccc(C(=O)NCc2ccc3c(c2)CCN3C(=O)c2cccc(C)c2)cc1OC	12	-4%	-1	12%	4%
9	COc1cc(S(=O)(=O)Nc2ccc3cn[nH]c3c2)ccc1Cl	-9	-2%	-7	8%	3%
10	Cc1cc(C)c(S(=O)(=O)N2CCCOC2CNC(=O)C(=O)NCCc2c[nH]c3ccccc23)c(C)c1 (centres undefined)	-4	-3%	0	-8%	-6%
11	COc1ccc(OC)c(S(=O)(=O)NCc2ccc3c(c2)CCN3C(=O)c2cccc(C)c2)c1	-2	-1%	0	-5%	-7%
12	COc1cccc(-c2nc(S(=O)(=O)c3ccccc3)c(NCc3ccccc3)o2)c1	-10	/	-15	/	/
13	CCc1ccccc1N1C(=O)C2C3C=CC(CC3)C2C1=O (centres undefined)	-3	-4%	-1	-7%	0%
14	CC(=O)Nc1ccc(/C=C(\C#N)S(=O)(=O)c2ccc(C)cc2)cc1	/	-2%	/	-8%	2%
15	Cc1ccc(NC(=O)COC(=O)Cn2c(C)csc2=O)c([N+](=O)[O-])c1	1	-4%	-2	4%	4%

no.	D1 PAM	LDHA block	D1 ag	RXFP1 agonist
1	6	-1	1	1.0%
2	1	25	1	0.4%
3	-1	1	13	-0.5%
4	0	10	3	-0.6%
5	4	-12	3	0.2%
6	-1	-13	-6	12%
7	-5	0	3	-0.6%
8	3	0	-1	2.9%
9	3	-11	5	2.5%
10	2	2	9	-1.3%
11	-1	0	2	2.7%
12	-3	8	10	2.3%
13	-3	-4	0	8.8%
14	/	-9	/	/
15	2	-3	7	0.5%

Some of these compounds in order of length of the SMILES, largest number first:
no.	Compound	D1 antagonist	GRP78 ERSR act	D2 potentiator	Vif-A3F inh	Vif-APOBEC3G blk
8	COc1ccc(C(=O)NCc2ccc3c(c2)CCN3C(=O)c2cccc(C)c2)cc1OC	12	-4%	-1	12%	4%
2	CCc1ccc2c(c1)C(=O)C(=O)N2CCS(=O)(=O)c1ccccc1	0	2%	-5	-1%	2%
9	COc1cc(S(=O)(=O)Nc2ccc3cn[nH]c3c2)ccc1Cl	-9	-2%	-7	8%	3%

no.	D1 PAM	LDHA block	D1 ag	RXFP1 agonist
8	3	0	-1	2.9%
2	1	25	1	0.4%
9	3	-11	5	2.5%

The results go on:
no.	Compound	D1 antagonist	GRP78 ERSR act	D2 potentiator	Vif-A3F inh	Vif-APOBEC3G blk
16	COc1cc(C(=O)COC(=O)c2cc([N+](=O)[O-])ccc2N2CCOCC2)ccc1OC(F)F	0	-2%	-21	-14%	-2%
17	Cc1cc(C)cc(S(=O)(=O)c2cn(C)c3cc(N4CCCC4)c(F)cc3c2=O)c1	-4	-2%	-10	-4%	-2%
18	COC(=O)c1cn(CC(=O)NC2CCCCCC2)c2ccccc12	-3	2%	5	-2%	-1%
19	CN(CC(=O)Nc1ccccc1C(F)(F)F)C(=O)c1cc(Cl)nc2ccccc12	-17	-5%	7	-3%	-4%
20	O=C(NCC1CCN(Cc2ccc(F)cc2)CC1)C1CCCN(c2ncnc3c2nc2n3CCCCC2)C1 (centres undefined)	-19	-3%	-3	-1%	1%
21	COc1ccc(NC(=O)CC2C(=O)N(c3cccc(C)c3)C(=O)N2Cc2cccnc2)cc1 (centres undefined)	3	-1%	1	0%	-5%
22	COc1cc2c(cc1OC)C(C(=O)NCCN1CCOCC1)C1c3ccccc3CCN1C2=O (centres undefined)	0	-4%	1	3%	2%
23	COc1ccc(Cn2nnnc2C(c2ccccc2OC)N2CCC(C(N)=O)CC2)cc1 (centres undefined)	-28	-1%	9	7%	6%
24	O=S(=O)(CCNC1CC1)NC1CCCCC1	/	-2%	/	-8%	1%
25	COC(=O)c1ccccc1N1C(=O)C2C(C1=O)C1C=CC2C12CC2 (centres undefined)	11	-5%	2	-2%	2%
26	Cc1ccc2nc(NC(=O)C3CCN(S(=O)(=O)c4cccnc4)CC3)sc2c1	-8	-4%	-10	2%	2%
27	Cc1cc(C)cc(NC(=O)CCc2c(C)nc3c(c2C)c(=O)n(C)c(=O)n3C)c1	0	-2%	4	-3%	2%
28	Cc1ccc(C(=O)/C=C/c2ccc3c(c2)OCO3)o1	-13	4%	-6	-3%	-20%
29	O=C(N1CCCCC1)C12CC3CC(CC(C3)C1)C2	-14	-2%	/	-1%	1%
30	COc1cc(-c2nc(-c3ccccc3)c(-c3ccc(Br)cc3)[nH]2)cc(OC)c1O	0	0%	4	-9%	1%

no.	D1 PAM	LDHA block	D1 ag	RXFP1 agonist
16	2	-3	2	5.1%
17	2	3	-1	4.1%
18	1	-9	1	1.5%
19	-3	-4	0	1.4%
20	-6	0	-1	26%
21	-2	1	1	-1.2%
22	-1	2	-2	-0.5%
23	-5	-5	1	0.1%
24	/	-7	/	/
25	-1	-1	2	0.2%
26	-2	-1	10	1.4%
27	-3	2	3	-1.9%
28	-1	-4	1	2.8%
29	-14	-6	2	-0.7%
30	-1	15	2	9.7%

More records follow.
no.	Compound	D1 antagonist	GRP78 ERSR act	D2 potentiator	Vif-A3F inh	Vif-APOBEC3G blk
31	O=C1N(c2ccccc2)C[C@@H]2C[C@@H](c3cccs3)N3CCC[C@@]123	-4	-3%	/	-4%	-12%
32	CC(CN1CCCCC1)C(=O)NN (centres undefined)	-7	-3%	0	-17%	0%
33	COc1ccc(CC2(C)OC(c3ccc(C)c([N+](=O)[O-])c3)=NN2C(C)=O)cc1 (centres undefined)	-9	-2%	-6	-8%	-6%
34	COCCCn1c(SCC(=O)Nc2ccccc2OC)nc2c(sc3ccccc32)c1=O	-3	-2%	8	0%	1%
35	Cc1cccc(N2CCN(C(=O)CCS(=O)(=O)c3ccc4c(c3)NC(=O)CO4)CC2)c1C	-11	-7%	6	-2%	-2%
36	Cc1ccc2nc(C)cc(N/N=C/c3cccc(O)c3)c2c1	-8	5%	11	-4%	-17%
37	Cc1ccnc(N2C(=O)c3cccc4c([N+](=O)[O-])ccc(c34)C2=O)c1	-15	-15%	-5	?	4%
38	CCN(CC)CCCn1c2c(c(SCC(=O)Nc3nc4ccccc4s3)nc1=O)CCC2	-10	-1%	-7	-4%	2%
39	Cc1cccc(N(C)c2nc3ccc(C)cc3n3cnnc23)c1	0	0%	2	-1%	1%
40	CC1CC1C(=O)Nc1ccc(S(=O)(=O)N2CCCCC2)cc1 (centres undefined)	-20	-4%	/	-2%	-13%
41	Cc1nn(C)cc1/C=N/NC(=O)C1(O)c2ccccc2-c2ccccc21	-34*	-4%	0	0%	-2%
42	O=C(Cn1cnnn1)Nc1cccc(S(=O)(=O)N2CCCCC2)c1	17	-3%	2	2%	1%
43	COc1ccccc1N(C(=O)c1ccco1)C(C(=O)NC1CCCC1)c1ccc(N2CCOCC2)cc1 (centres undefined)	-8	0%	5	-2%	0%
44	COC(=O)C1=C(C)OC(N)=C(C#N)C1c1cc(OC)c(OCC(N)=O)cc1Cl (centres undefined)	-6	-2%	11	3%	0%
45	Cc1ccc(COC(=O)c2ccc(-c3nnn(Cc4ccc(C)cc4)n3)cc2)cc1	0	-3%	5	12%	1%
46	O=C(CNS(=O)(=O)c1ccccc1)N/N=C/c1ccccc1[N+](=O)[O-]	-12	-1%	16	2%	-2%
47	O=C(CN1CCCCCC1)Nc1ccc(Br)cc1[N+](=O)[O-]	11	2%	-2	9%	-3%
48	Cc1cccc(CNC(=O)c2cnc3sc(N4CCOCC4)nn3c2=O)c1	16	-3%	-17	-1%	4%

no.	D1 PAM	LDHA block	D1 ag	RXFP1 agonist
31	0	-3	2	4.3%
32	-2	-4	3	0.0%
33	-8	9	5	-2.8%
34	0	5	5	9.7%
35	0	1	1	-1.1%
36	-8	0	9	4.2%
37	-5	29	2	4.9%
38	1	1	2	3.8%
39	-7	-1	0	4.0%
40	-5	-2	9	1.0%
41	-6	-4	1	0.8%
42	1	-2	3	-0.2%
43	-5	-4	0	1.4%
44	-2	8	6	4.3%
45	0	-2	0	0.0%
46	-4	-2	3	6.0%
47	13	-2	5	0.2%
48	-6	1	1	5.0%

An excerpt from above in order of their number in D1 ag, falling.
nr	SMILES	D1 ag
33	COc1ccc(CC2(C)OC(c3ccc(C)c([N+](=O)[O-])c3)=NN2C(C)=O)cc1 (centres undefined)	5
46	O=C(CNS(=O)(=O)c1ccccc1)N/N=C/c1ccccc1[N+](=O)[O-]	3
31	O=C1N(c2ccccc2)C[C@@H]2C[C@@H](c3cccs3)N3CCC[C@@]123	2
